# Source: PubChem BioAssay
# PLAP act: activators of human placental alkaline phosphatase. P05187. purified PLAP enzyme, luminescent substrate read-out; stronger effect = higher value. AID 696. activation fold at 20 µM. actives 1.2% (n = 96,000); in the data active = activation fold above about 2
# Target sequence (P05187 whole entry, looked up): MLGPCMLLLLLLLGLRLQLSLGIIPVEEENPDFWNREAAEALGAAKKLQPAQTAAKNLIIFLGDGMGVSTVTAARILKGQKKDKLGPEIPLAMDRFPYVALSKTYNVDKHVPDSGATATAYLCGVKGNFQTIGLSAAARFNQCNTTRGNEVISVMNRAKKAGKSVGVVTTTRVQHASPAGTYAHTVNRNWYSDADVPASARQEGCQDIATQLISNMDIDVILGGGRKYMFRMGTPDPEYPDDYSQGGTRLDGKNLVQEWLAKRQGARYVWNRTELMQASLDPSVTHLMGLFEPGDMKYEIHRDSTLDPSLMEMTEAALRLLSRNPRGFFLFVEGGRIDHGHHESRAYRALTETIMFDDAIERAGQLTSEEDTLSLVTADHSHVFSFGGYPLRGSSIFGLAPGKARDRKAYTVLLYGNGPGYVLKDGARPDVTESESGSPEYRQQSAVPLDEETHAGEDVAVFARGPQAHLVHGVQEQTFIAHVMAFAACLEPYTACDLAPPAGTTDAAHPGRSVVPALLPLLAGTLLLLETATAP
# CD11b adhes inh: blocks human CD11b/CD18 adhesion to fibrinogen; K562 CD11b/CD18 adhesion to fibrinogen, ATPlite luminescence; Mn2+ added to activate the integrin; inhibition, % at 10 µM; actives 0.54% (n = 93,000);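 active = primary inhibition of 50% or more at 10 µM, then 40% or more on retest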; also: some results filed as inactive read as strong as hits
# S1P2 antag: blocks the human S1P2 receptor; AID 736; cell-based S1P2 antagonist assay, inhibition at 5 uM; O95136; inhibition, % at 5 µM; actives 0.21% (n = 97,000); in the data active = inhibition above about 45%;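 also: CRE beta-lactamase reporter cells expressing human S1P2 stimulated with S1P; 0% = agonist at EC80 alone and 100% = agonist plus reference antagonist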
# Target sequence (O95136 whole entry, looked up): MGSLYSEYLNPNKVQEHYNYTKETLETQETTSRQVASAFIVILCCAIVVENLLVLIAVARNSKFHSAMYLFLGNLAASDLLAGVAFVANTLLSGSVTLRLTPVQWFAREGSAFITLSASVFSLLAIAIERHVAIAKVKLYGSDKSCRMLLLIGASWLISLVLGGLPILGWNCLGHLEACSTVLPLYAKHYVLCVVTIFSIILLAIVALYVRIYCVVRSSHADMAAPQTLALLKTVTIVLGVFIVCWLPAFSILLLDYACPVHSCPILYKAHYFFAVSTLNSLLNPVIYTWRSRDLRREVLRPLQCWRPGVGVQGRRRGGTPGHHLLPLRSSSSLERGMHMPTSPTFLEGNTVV
# sEH inhibitor: inhibitors of human soluble epoxide hydrolase | AID 707 | recombinant human sEH enzymatic activity assay | actives 0.34% (n = 91,000) | inhibition, % at 2 µM | P34913; in the data active = inhibition above about 80%; also: values of inactives mirror those of a sister screen read the other way; many of its hits are not listed in these tables
# PostGolgi ctrl: yeast control strain growth, post-Golgi counter-screen; efflux-deficient yeast background strain, growth absorbance A615, 16 h; inhibition, % at 10 µM; actives 5% (n = 98,000); AID 738
# sEH activator: increases human soluble epoxide hydrolase activity | purified human sEH enzymatic activity, activator screen | P34913 | activation, % at 2 µM | AID 717 | actives 0.04% (n = 91,000); in the data active = activation above about 37%; also: values of inactives mirror those of a sister screen read the other way
# E coli WT exp: blocks growth of wild type E. coli BW25113; OD600 absorbance; growth inhibition, % at 100 µM; actives 0.15% (n = 98,000); AID 710;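 active = growth inhibition above about 50% at one test dose, limit read from the data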;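 also: growth measured after 20 h incubation at 37 °C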
# S1P2 ag: S1P2 (human) receptor agonism. actives 0.46% (n = 97,000). S1P2-expressing cell line, agonist reporter read-out. activation, % at 4.5 µM; in the data active = activation above about 16%;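 also: 0% = vehicle low control and 100% = maximal reference agonist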
# PostGolgi yeast: growth inhibition of a yeast mutant, post-Golgi transport screen. post-Golgi transport phenotypic cell assay. inhibition, % at 10 µM. actives 0.9% (n = 98,000). AID 739;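 also: yeast cells grown in 1536-well plates; yeast grown about 18 h at 30C before absorbance read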
# The depositor's hits bear a star; / = no result given. Rule as the data show it, unless noted: active = inhibition above about 30%; inactive = the rest.
SMILES,PLAP act,CD11b adhes inh,S1P2 antag,sEH inhibitor,PostGolgi ctrl,sEH activator,E coli WT exp,S1P2 ag,PostGolgi yeast
Cc1cc(NC(=S)Nc2ccccc2)ccc1Br,1,1,19,-4,30,6,11,-7,2
CSc1nc(N)nc(SCC(=O)C(C)(C)C)c1C#N,0.8,-12,-9,2,10,1,2,-2,4
CC(=O)Nc1ccc(OCC(O)Cn2c3ccccc3c3ccccc32)c(C)c1 (stereo not drawn),1,/,-13,9,46*,-9,-3,-7,0
CC(Sc1ccc(Cl)cc1)C(=O)Nc1ccc2c(c1)OCO2 (stereo not drawn),/,/,-18,0,/,0,/,-7,/
CCCC(c1nnnn1CC1CCCO1)N1CCN(c2nc3ccccc3s2)CC1 (stereo not drawn),/,/,-14,-1,/,1,/,-3,/
CC(=O)c1c(C)[nH]c(C(=O)NCCC2=CCCCC2)c1C,1.1,-8,14,28,5,-27,5,-7,1
O=C(NC1CC1)c1ccc(-c2nc3ccccc3s2)s1,1,/,-7,-3,0,4,-3,-2,-2
COc1ccc(-c2csc(NCc3ccco3)n2)cc1C,1,8,/,/,4,/,-1,/,1
CCn1c(=O)cc(OCC(=O)NCc2ccc(C)o2)c2ccccc21,1.1,-5,-5,-2,10,5,-7,4,1
CCN(CC)C(=O)CCCOc1ccc(Cl)cc1Cl,1.2,-4,6,9,23,-7,5,-4,-6
CC(C)OC(=O)CSc1nnc(SCc2cccc3ccccc23)s1,0.8,11,10,2,-6,-2,0,-3,-6
Cc1ccc(O)c(CNn2cnnc2)c1,/,/,6,5,/,-5,/,-4,/
COC(=O)c1ccc(C(=O)OC)c(NC(=O)N2c3ccccc3Sc3ccccc32)c1,1.2,-37,21,20,-6,-21,-13,-11,-7
COCCN(C(C)=O)c1nnc(-c2cnccn2)s1,1.1,42,/,/,11,/,-1,/,1
COc1ccccc1NC(=S)NNC(=O)c1ccc(O)cc1,2.4*,1,-1,-14,-4,17,1,-3,9
COC(=O)c1ccc(Oc2ccc3nncn3n2)cc1,/,/,3,13,/,-10,/,-6,/
CCS/C(N)=N/N=C/c1cc(C)ccc1O,1,11,-2,-6,9,6,-5,-3,-13
O=C1C2N=NN(CC(=O)N3N=C(c4cccc5ccccc45)CC3c3ccccc3)C2C(=O)N1c1ccccc1 (stereo not drawn),/,/,13,-3,/,6,/,-5,/
Cc1cccn2c(=O)c3cc(C(=O)NCc4ccco4)c(=N)n(CCOCCO)c3nc12,/,/,5,-8,5,6,-10,-2,-4
CC1CN(C(=O)N2c3ccccc3Sc3ccccc32)C(C)CC1=O (stereo not drawn),1.6,18,12,-10,37*,10,-7,-2,-1
COc1ccc(C(=O)Nc2ccccc2C(=O)N/N=C/c2cccc3ccccc23)cc1,1,/,-1,-3,23,4,-17,-5,-12
Cc1cc(C)nc(Nc2ccc(C(=O)O)cc2)n1,0.9,-32,-7,2,-6,-4,3,-5,-1
CCCOC(=O)c1[nH]c2c(c1C)C(=O)CC(c1cccs1)C2 (stereo not drawn),0.8,6,-3,3,6,-6,-12,0,9
CC(C)(C)C(=O)N(Cc1nc2ccccc2c(=O)[nH]1)Cc1cccs1,/,/,-28,-25,/,24,/,-5,/
C/C(N)=C(/C#N)C(=O)COC(=O)CCS(=O)(=O)c1ccccc1,1.3,-8,-3,13,-4,-10,4,-6,14
COc1cc(SC)ccc1C(=O)Nc1ccc2c(c1)OCCO2,1.4,30,-23,0,21,0,-9,-10,1
O=S(=O)(NCCOC12CC3CC(CC(C3)C1)C2)c1cccc2nsnc12,0.7,-17,-10,-6,18,9,-2,-5,-2
NC(=O)CSc1nnc(C2CC2)n1Cc1ccccc1,1.2,-9,5,-12,-1,8,-7,-2,3
O=C(CCCOc1ccc(Cl)cc1Cl)NCC1CCCO1 (stereo not drawn),/,/,-5,12,/,-9,/,-9,/
COc1ccc(/C=N/NC(=O)c2ccc(C)cc2)cc1CN1CCN(c2ccc(F)cc2)CC1,1,-2,6,14,0,-12,0,-3,-2
COc1ccc(C2=NOC(C(=O)NCc3ccco3)C2)cc1OC (stereo not drawn),1.1,-4,-16,0,6,-1,-3,-4,0
Cc1ccccc1CSc1ncc(C#N)c(N)n1,1,8,1,-1,17,1,-13,2,6
COC(=O)c1cn(NC(=O)c2cccnc2)c(=O)c2ccccc12,1,8,-12,3,7,-5,-1,1,8
CCCn1c(N)c(C(=O)CSc2nnc(-c3ccco3)n2Cc2ccccc2)c(=O)[nH]c1=O,/,/,18,9,2,-8,-4,-10,0
COc1ccc(/C(O)=C2/C(=O)C(=O)N(CCN3CCOCC3)C2c2ccccn2)cc1 (stereo not drawn),1.2,-7,18,-1,-2,-1,-1,-3,-5
Cn1ccc(C(=O)OCC(=O)c2ccccc2)n1,1,-2,11,10,15,-9,10,-7,1
Cc1nn(C(C)(C)C)c(OC(=O)c2ccc3c(c2)OCO3)c1Sc1ccccc1,1.3,2,-6,-11,10,14,-13,-4,-8
COc1ccc(C2N(C(=O)CN3CCOCC3)CCN2S(=O)(=O)c2ccccc2)cc1 (stereo not drawn),1.3,-4,21,/,2,/,-2,-7,21
CCCC(=O)Nc1ccc(Cl)c(NC(=O)CC)c1,0.9,-11,13,-8,23,11,4,-14,5
Cc1ccn2cc(-c3nonc3C)cc2c1,1.4,16,10,/,-2,/,6,-5,37*
COC(=O)Cn1cc(C#N)c2ccccc21,/,/,-13,6,/,-4,/,-4,/
CCOC(=O)N1CCN(C(=O)CSc2nnc(-c3ccc(Cl)s3)o2)CC1,0.9,-6,-23,6,/,-5,/,-1,/
Cc1cc(C)n(-c2nc3ccccc3nc2N2CCC(C)CC2)n1,1.3,-6,6,2,28,-2,8,-4,2
CCCCOC(=O)Cn1c(=O)c2c(nc(Br)n2Cc2ccccc2)n(C)c1=O,1.6,10,/,/,23,/,-8,/,-14
Cc1cc(NCCN2CCOCC2)n2nc(C)c(-c3ccc(Cl)cc3)c2n1,1.8,-18,-34,-14,34*,16,-4,14,47*
Cc1c(Cl)cnc(NC(=O)COC(=O)C(NC(=O)c2ccco2)C(C)C)c1Cl (stereo not drawn),1.3,-23,16,5,4,-2,-9,-4,-2
CN(Cc1cnn(C)c1)C(=O)C1CCCCC1C(=O)O (stereo not drawn),/,/,-1,4,/,-1,/,-4,/
CCOc1ccc2[nH]c(=O)c(CN(Cc3nnnn3Cc3ccco3)C3CCCCC3)cc2c1,1.6,-11,-26,-6,-3,7,0,-1,-8

# Record cards, as listed above.
# Shown for Cc1cc(NCCN2CCOCC2)n2nc(C)c(-c3ccc(Cl)cc3)c2n1 : PLAP act: 1.8; CD11b adhes inh: -18; S1P2 antag: -34; sEH inhibitor: -14; PostGolgi ctrl: 34*; sEH activator: 16; E coli WT exp: -4; S1P2 ag: 14; PostGolgi yeast: 47*
# Shown for COC(=O)Cn1cc(C#N)c2ccccc21 : PLAP act: /; CD11b adhes inh: /; S1P2 antag: -13; sEH inhibitor: 6; PostGolgi ctrl: /; sEH activator: -4; E coli WT exp: /; S1P2 ag: -4; PostGolgi yeast: /
# Shown for COc1ccc(C2N(C(=O)CN3CCOCC3)CCN2S(=O)(=O)c2ccccc2)cc1 (stereo not drawn) : PLAP act: 1.3; CD11b adhes inh: -4; S1P2 antag: 21; sEH inhibitor: /; PostGolgi ctrl: 2; sEH activator: /; E coli WT exp: -2; S1P2 ag: -7; PostGolgi yeast: 21

# Next part.
SMILES,PLAP act,CD11b adhes inh,S1P2 antag,sEH inhibitor,PostGolgi ctrl,sEH activator,E coli WT exp,S1P2 ag,PostGolgi yeast
CC(C)(C)n1nnnc1C(c1ccccn1)N(Cc1ccccc1)Cc1ccc(Cl)cc1 (stereo not drawn),0.9,10,9,2,16,0,-5,-5,4
CC1=C(C(=O)N2CCc3ccccc32)C2(CCC(C)CC2)OC1=O (stereo not drawn),1.1,-6,16,5,8,-5,8,-8,7
CCC(=O)Nc1cccc(-c2nnc(-c3cccc(NC(=O)CC)c3)o2)c1,1,/,26,1,9,0,3,-6,-2
Cn1cccc1CNCc1ccccc1Cl,1,0,-2,7,14,-5,5,-6,-6
CCCCNC(=O)NC1C(NC(=O)NCCCC)N(C)C(=O)N1C (stereo not drawn),0.8,/,20,3,13,-2,-4,-3,4
Cc1ncoc1C(=O)Nc1ccc(Oc2ccccc2)cc1,1,27,7,25,1,-27,2,-4,-5
COc1ccccc1N1CCN(S(=O)(=O)c2ccc(Br)s2)CC1,0.9,-11,-13,7,5,-4,4,-3,4
CC(=O)Oc1oc(-c2ccccc2)nc1/C=N/c1ccccn1,1.1,11,10,-16,0,17,0,-4,-2
CCOc1ccc(N2CSC3=C(C#N)C(c4ccco4)CC(=O)N3C2)cc1 (stereo not drawn),1.4,5,-1,-10,-8,7,12,-3,1
COc1cc(C(=O)Nc2ccc3c(c2)OCCO3)c(-n2cnnn2)cc1OC,1.1,/,17,-11,-5,13,-1,-4,9
CCOC(=O)c1ccc(N2C(=O)C3CC=CCC3C2=O)cc1 (stereo not drawn),1,-10,-6,-22,-5,20,-4,-2,-6
Nc1nnc(CCOc2ccccc2Cl)s1,0.9,/,-172,7,0,-9,2,-3,13
CCOC(=O)c1ccccc1NS(=O)(=O)c1ccc(S(=O)(=O)N2CCCC2)cc1,1.5,5,/,/,16,/,-2,/,1
O=C(NCC(=O)N(CC1CCCO1)C1(C(=O)NC2CCCC2)CCCCC1)c1ccccc1 (stereo not drawn),1.2,26,-27,-4,8,2,0,-5,0
COC(=O)C1C2C=CC(C3CC23)C1C(=O)OCC(=O)c1ccc(OC)cc1 (stereo not drawn),1.5,31,-11,19,-6,-17,20,-2,1
COC(=O)c1ccc(C(=O)OC)c(NC(=S)N2CCCCC2)c1,1,/,3,1,5,2,-7,-4,-5
CC1CCc2c(sc3ncnc(SCC(=O)c4ccccc4)c23)C1 (stereo not drawn),/,/,4,-8,/,11,/,-4,/
CNc1cc(C)nc(-n2nc(C)cc2C)n1,1,-7,-3,1,12,0,7,-3,2
Cc1cc(=O)n2c3ccccc3n(CC(O)CN3CCCCC3)c2c1C#N (stereo not drawn),1.3,/,-8,13,-1,-11,-9,-6,-3
NS(=O)(=O)c1ccc(NC(=O)CN2CCCCC2)cc1,1,2,20,-7,5,8,0,-5,19
O=C(Nc1ccccc1N1CCN(C(=O)c2ccccc2)CC1)c1ccc2c(c1)OCO2,1.4,6,19,/,0,/,-8,-7,-1
CCOC(=O)C1[C@H]2C(=O)N(C(C)c3ccc(OC)cc3)C[C@]23C=C[C@H]1O3 (stereo partly drawn),0.9,-3,17,-8,-3,6,-2,-4,-7
CC1CCN(C(=O)N2c3ccccc3Sc3ccccc32)CC1,1,26,-14,-17,23,14,-6,0,-1
Cc1nn2c(NCC(C)C)c3c(nc2c1-c1ccccc1)CCC3,1.1,-6,7,1,5,-1,-11,-5,-8

# Entries listed so far that bear a hit mark in PLAP act:
molecule,PLAP act,CD11b adhes inh,S1P2 antag,sEH inhibitor,sEH activator,S1P2 ag
COc1ccccc1NC(=S)NNC(=O)c1ccc(O)cc1,2.4*,1,-1,-14,17,-3

# Further results follow.
SMILES,PLAP act,CD11b adhes inh,S1P2 antag,sEH inhibitor,PostGolgi ctrl,sEH activator,E coli WT exp,S1P2 ag,PostGolgi yeast
Nn1c(Nc2ccccc2)nc2ccccc2c1=O,0.9,3,4,10,2,-9,9,-10,0
COc1ccccc1NC(=O)Cc1csc(NC(=S)Nc2ccc(C)cc2)n1,1,11,0,5,18,-5,-6,-5,-11
Cc1ccccc1C(C(=O)NCc1ccco1)N(CC1CCCO1)C(=O)Cn1nnc2ccccc21 (stereo not drawn),1.4,0,1,-4,-2,1,-10,-4,-4
CCN(Cc1cc2cc(OC)ccc2[nH]c1=O)C(=O)Cc1ccc(OC)cc1,1,-6,-8,-3,-4,1,-5,-4,2
Cc1ccc(CSC2=CS(=O)(=O)c3ccccc3N2)cc1,0.9,/,-51,0,21,-2,-2,-6,1
COC(=O)CCN(C(=O)c1cccc(OC(C)=O)c1)c1ccccn1,1.2,-11,-1,3,12,-1,-2,-8,-5
CC(=O)Nc1nc(=S)ss1,0.9,9,3,2,5,-2,14,-4,-2
CC1=NOC(=O)/C1=C/c1ccc(-c2ccc(Cl)cc2)o1,0.9,94*,16,-5,0,4,25,-8,0
CCOC(=O)c1c(C)c(C(=O)N2CCN(C(=O)c3ccco3)CC2)c(C)n1C,1.3,/,8,/,1,/,4,-5,1
